Assay outcomes from PubChem.
Wnt act – Wnt/beta-catenin pathway activation; activation, % at 9.35 µM; 300,000 tested, 1.2% active; AID 743398; Wnt/beta-catenin reporter cell assay, activator, plate reader; in the data active means activation above about 30%, passing the limit was not always enough;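 further: 0% = neutral control wells and 100% = positive control wells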
* marks the source's active call; other numbers are inactive results. Some of the compounds tested; count on the stated rates, not on these rows.

A first look (seven entries):
SMILES	Wnt act
C=CC1=CCN(S(=O)(=O)C(C)(C)C)[C@@H]1CCO	-5
CC1(C)ON=C(c2ccc(C(F)(F)F)cc2)NC1=O	1
CC(C)(C)NC(=O)C(c1ccccc1)n1c(=O)c(-c2ccccc2)nc2ccccc21 (stereo not given)	-1
NC(=O)c1cccc(-c2ccnc3c2CC(C(=O)NCc2ccccc2)O3)c1 (stereo not given)	-3
CCn1cc(/C=C(\NC(=O)c2ccccc2F)C(=O)N2CCN(C)CC2)c2ccccc21	-2
O=C1NC[C@H](CCCCN2CCN(Cc3ccccc3)C(=O)C2=O)N(Cc2ccccc2)C1=O	-1
O=C(NCc1ccccc1)Nc1nnc([C@@H]2C[C@H](O)[C@@H](CO)O2)s1	2

Main list, previewed entries included:
SMILES	Wnt act
C=CC1=CCN(S(=O)(=O)C(C)(C)C)[C@@H]1CCO	-5
CC1(C)ON=C(c2ccc(C(F)(F)F)cc2)NC1=O	1
CC(C)(C)NC(=O)C(c1ccccc1)n1c(=O)c(-c2ccccc2)nc2ccccc21 (stereo not given)	-1
NC(=O)c1cccc(-c2ccnc3c2CC(C(=O)NCc2ccccc2)O3)c1 (stereo not given)	-3
CCn1cc(/C=C(\NC(=O)c2ccccc2F)C(=O)N2CCN(C)CC2)c2ccccc21	-2
O=C1NC[C@H](CCCCN2CCN(Cc3ccccc3)C(=O)C2=O)N(Cc2ccccc2)C1=O	-1
O=C(NCc1ccccc1)Nc1nnc([C@@H]2C[C@H](O)[C@@H](CO)O2)s1	2
CC(C)C[C@H]1COc2cccc(NCCO)c2S(=O)(=O)N1	-2
Cc1ccc(C(O)c2ncc(-c3ccc(Cl)cc3)[nH]2)c(C)c1 (stereo not given)	-1
COc1ccc(-c2cc(NC(=O)Cc3c(C)[nH]c4ccccc34)ccc2Nc2cccnc2)cc1OC	-1
CCCNC(=O)N1C[C@H](O)COC[C@@H]2O[C@@H](CC(=O)NCCCN3CCOCC3)CC[C@H]21	-3
CCc1nc2ccc(C(=O)N3CCN(C(=O)c4ccco4)CC3)cn2c1N(CCC(C)C)CCN(C)C	-4
CN1CCN(C2CN(Cc3cn(Cc4ccc(F)cc4)nn3)S(=O)(=O)C2)CC1 (stereo not given)	-2
C[C@H](CO)N1C[C@H](C)[C@@H](CN(C)C(=O)Cc2cccnc2)Oc2ncc(C#CCc3ccccc3)cc2C1=O	-2
COC(=O)C[C@@H]1C=C[C@H](NS(=O)(=O)c2cccc(F)c2)[C@@H](CO)O1	-3
CCc1nc2ccc(C(=O)N(C)CCCN(C)C)cn2c1N(C=O)CCC(C)C	-1
COC(=O)c1c(-c2ccc(OC)cc2)c2c(c3c4cc(F)ccc4n(S(=O)(=O)c4ccc(C)cc4)c13)C(=O)N(C)C2	-5
CCCCNC(=O)c1nc(C2CCNCC2)oc1-c1cccc(C(F)(F)F)c1	-2
O=C(Nc1nnc([C@@H]2C[C@H](O)[C@@H](CO)O2)s1)c1c(F)cccc1F	0
CC1=C(C(=O)N(C(C)C)C(C)C)CC(CC(=O)NCCCN(C)C)C(=O)N1Cc1ccc(F)cc1 (stereo not given)	-1
O=C1Nc2ccccc2-c2nnnn2C1N1CCC(Cc2ccccc2)CC1 (stereo not given)	-2
CCCNC(=O)c1cc(C2CCCCN2C(=O)c2cc(F)ccc2C)on1 (stereo not given)	-1
CN(C)C(=O)CNc1ccn2nc(-c3cccc(OCCN4CCOCC4)c3)cc2n1	-1
O=C(NCC1CC1)c1cccc2c(-c3ccc(F)c(F)c3)coc12	-3
CCCCN(C)C(=O)c1sc(=O)n(Cc2cc(Cl)ccc2OC)c1C	-4

Further compounds
SMILES	Wnt act
COc1cccc(CNC(=O)[C@@H]2CCCN2C(=O)[C@@H]2CCCN2C(=O)OC(C)(C)C)c1	-2
C[C@@H]1O[C@H](C2CCCC2)CC2=C1C(=O)OC(C)(C)O2	-3
Cc1ccc(S(=O)(=O)NC(=O)C2(C)CCN2C(=O)CCc2ccc(Cl)cc2Cl)nc1 (stereo not given)	-5
Cc1cc(=O)oc2c(CN(CC(C)C)CC(C)C)c(O)ccc12	1
CCN1C[C@@H]2[C@@H]3C(=O)N(Cc4ccccc4)C(=O)[C@@H]3[C@](CC)(C1=O)N2C(=O)c1ccc(Cl)cc1	-2
Nc1ccn([C@@H]2O[C@H](C(=O)Nc3ccc(C(=O)N4CCCCC4)cc3)[C@@H](O)[C@H]2O)c(=O)n1	-1
Cc1cc(Br)c2c(c1)[C@](O)(c1cn(C)c3ccccc13)C(=O)N2C	0
COc1ccc(CC(N)c2csc(NC(=O)NCCc3ccc(OC)c(OC)c3)n2)cc1 (stereo not given)	0
CCCc1cc(=O)oc2cc(C)cc(OCC(=O)N3C[C@H]4C[C@@H](C3)c3cccc(=O)n3C4)c12	-2
Cn1c(=O)c(C(=O)COC(=O)c2cc(C3CC3)nc3ccccc23)c(N)n(Cc2ccccc2)c1=O	-8
Cc1cccc(C)c1NC(=O)C1(C)CN(S(C)(=O)=O)CC(=O)N1CCCN1CCOCC1 (stereo not given)	-1
O=S1(=O)CC(N2CCN(CCO)CC2)CN1Cc1cn(Cc2cccc(C(F)(F)F)c2)nn1 (stereo not given)	-5
Nc1[nH]c(C(=O)c2ccccc2)c(-c2ccccn2)c1C(=O)c1c[nH]c2ccccc12	4
OC(c1cc(Cl)cc(Cl)c1)c1ncc(-c2ccccc2C(F)(F)F)[nH]1 (stereo not given)	-3
C=C(C)Cn1c2ccc(NC(=O)CCOCC)cc2c(=O)n1C	-2
CC(=O)Nc1ccc(-c2ccnc3c2CC(C)(C(=O)Nc2ccc(Cl)c(C(F)(F)F)c2)O3)cc1 (stereo not given)	-13
CC(C)(C)c1ccc(S(=O)(=O)NCC2CCN(C(=O)C(=O)c3cc4ccccc4o3)CC2)cc1	-1
C[C@@H]1CN(C(=O)OC(C)(C)C)CCN1c1ccc(N2CCN(Cc3ccccc3)[C@@H](C)C2)c(C#N)c1	-16
CCOC(=O)C1(C)CCN1C(=O)c1cccc(C#N)c1 (stereo not given)	-5
COc1ccc(CC(N)c2csc(Nc3nncc4ccccc34)n2)cc1 (stereo not given)	-1
CCn1c(CNC(=O)c2ccccc2F)nnc1SCc1nc2ccccc2c(=O)[nH]1	-1
Cc1nnc(N/N=C/c2c(O)n(-c3cccc(C(F)(F)F)c3)c(=O)c3ccccc23)[nH]c1=O	0
COc1cc(CNC(=O)OC2CC3CC2[C@H]2CCCCN2C3=O)cc(OC)c1 (stereo not given in full)	-2
Nc1nc2ncccc2cc1C(=O)NC1CCCCC1	-2
COc1ccc(C(C)(O)c2nc(-c3cccc(O)c3)cs2)cc1 (stereo not given)	-3

Single entries from the results shown.
`C[C@@H]1CN(C(=O)OC(C)(C)C)CCN1c1ccc(N2CCN(Cc3ccccc3)[C@@H](C)C2)c(C#N)c1` in Wnt act reads -16
`COc1ccc(CC(N)c2csc(Nc3nncc4ccccc34)n2)cc1` (stereo not given) in Wnt act reads -1

The listing continues.
SMILES	Wnt act
O=C(Nc1ccc(OCCO)cc1)c1csc([C@@H]2C[C@H](O)[C@@H](CO)O2)n1	-1
COc1ccc(-c2c(C(=O)c3ccc(Br)cc3)[nH]c(N)c2C(=O)c2ccccc2)cc1OC	-3
Cc1nc2ccc(C(=O)N(C)Cc3ccco3)cn2c1N(C)C(=O)CCc1ccccc1	-2
N#CC1C(=O)NC(=O)C(C#N)C12CCCCC2 (stereo not given)	-1
CC(C)c1cccc(-c2csc(C(O)c3ccccc3)n2)c1 (stereo not given)	2
COCCN1C[C@@H](CO)O[C@@H](n2cnc3c(NCc4ccco4)ncnc32)C1	0
Cc1ccc(C(=O)OCC(=O)NCc2ccccc2)s1	-1
O=C1NC[C@H](CCCCN2C[C@H](Cc3ccc(O)cc3)N(Cc3ccccc3)C(=O)C2=O)N(Cc2ccccc2)C1=O	-2
COc1ccc(Cc2c(-c3cccc(Br)c3)nc3ccc(Cl)cn23)c(C)c1	14
CN1CCN(C(=O)C[C@H]2CC[C@H]3[C@@H](COC[C@@H](O)CN3Cc3cccc(F)c3)O2)CC1	-1
CC(C)c1[nH]nc2c1C(c1ccc(Br)cc1)NC2=O (stereo not given)	-5
COc1cc(NC(=O)Nc2nnc([C@@H]3C[C@H](O)[C@@H](CO)O3)s2)cc(OC)c1OC	-3
CC(=O)OC[C@@H]1CN(Cc2ccccc2)C[C@H](n2cnc3c(N(C)C(C)C)ncnc32)O1	-2
Cc1nc(C(F)(F)F)ccc1C(=O)N1CCC1(C)C(=O)NS(=O)(=O)c1ccc(F)cc1F (stereo not given)	0
COc1ccc(-c2ccc(C(=O)NCc3ccc(F)c(F)c3)c3occc23)c(C)c1	-2
CC(C)C[C@@H]1COc2cc(NCCCN3CCOCC3)ccc2S(=O)(=O)N1	0
CCc1nc2c(OCCOc3ccc(F)cc3)cccn2c1N(C)C(=O)C(C)C	-2
c1cc(-c2ccc3c(c2)CCO3)n2cnnc2c1	0
CCCc1cc2c(OC)ccc(O)c2c(=O)n1C	-1
CCCS(=O)(=O)NC(=O)C1(C)CCCN(C(=O)c2nc3ccccc3s2)C1 (stereo not given)	0
Nc1ccn([C@@H]2O[C@H](C(=O)N(CCC3=CCCCC3)CC3CC3)[C@@H](O)[C@H]2O)c(=O)n1	-5
C[C@H]1[C@@H]2C[C@@]3(O[C@H](c4ccccn4)N=C3C[C@@H]1c1ccccc1)N(Cc1ccncc1)C2=O	0
CCCNC(=O)C1(C)CCN(C(=O)c2ccc(OC)cc2OC)C1 (stereo not given)	-1
O=C(C(O)c1ccccc1)N1CCN(S(=O)(=O)c2ccc(C(F)(F)F)cc2)CC1 (stereo not given)	-2
CCc1nc2c(OCC3COc4ccccc4O3)cccn2c1N(C)C(=O)c1ccc(OC)cc1 (stereo not given)	-1

3 entries from above, arranged by the value under Wnt act, rising:
SMILES	Wnt act
Nc1ccn([C@@H]2O[C@H](C(=O)N(CCC3=CCCCC3)CC3CC3)[C@@H](O)[C@H]2O)c(=O)n1	-5
O=C1NC[C@H](CCCCN2C[C@H](Cc3ccc(O)cc3)N(Cc3ccccc3)C(=O)C2=O)N(Cc2ccccc2)C1=O	-2
CCCNC(=O)C1(C)CCN(C(=O)c2ccc(OC)cc2OC)C1 (stereo not given)	-1

Next section.
SMILES	Wnt act
COc1ccc(C2CC(=O)C(c3ccc(F)cc3)=CN2Cc2ccccc2)cc1 (stereo not given)	-2
CSc1ccccc1NC(=O)C1(C)CCN1C(=O)Cc1ccccc1Cl (stereo not given)	0
CC1(C(=O)NS(=O)(=O)c2cccc(Cl)c2)CCN1C(=O)Cc1ccc(Cl)cc1Cl (stereo not given)	-1
Cc1cccc(CN2CCN(C3CN(CCc4ccccc4)S(=O)(=O)C3)CC2)c1 (stereo not given)	-2
CN(C)Cc1c(C(C)(C)O)[nH]c2cc(C(F)(F)F)ccc12	-1
Nc1cc2c(cc1Cl)-c1ccc(Cl)cc1C2	6
CC1(Oc2cccc(C#N)c2)CCN(Cc2ccc(-c3ccccn3)cc2)C1 (stereo not given)	-1
Cc1cccc(C)c1NC(=O)C(c1ccccc1OC(F)(F)F)N1CCN(c2ccc(F)cc2)CC1 (stereo not given)	0
CC(C)N1CCC1(C)C(=O)Nc1nccc2cccnc12 (stereo not given)	-1
COCCNc1nc(Oc2cccc(NC(C)=O)c2)c2sc(-c3ccccc3)cc2n1	-3
Clc1ccc(CSc2nnc(-c3ccccn3)n2Cc2ccco2)cc1Cl	-1
CC1=C(C(=O)N(C(C)C)C(C)C)CC(CC(=O)NC2CCCCC2)C(=O)N1CCCN1CCCC1=O (stereo not given)	-2
O=C(N[C@H]1C=C[C@H](CC(=O)N2CCCCC2)O[C@@H]1CO)c1cccc(F)c1	-3
O=C(Nc1cccc(OC(F)(F)F)c1)C1Cc2c(-c3ccccc3Oc3ccccc3)ccnc2O1 (stereo not given)	-7
COC(=O)[C@@H](N[C@H](/C=C/c1ccccc1)[C@@H](O)Cc1ccccc1)C(C)C	-1
COC(=O)[C@@]12C[C@@H](CC(=O)N3CCN(C(=O)C4CC4)CC3)C(=O)N(Cc3ccccc3)C1=CCC(C)(C)C2	-3
O=C1NC[C@H](Cc2ccc(O)cc2)N(C[C@H]2CCCN2C[C@H](Cc2ccccc2)N2C[C@H](Cc3ccccc3)N(CCc3ccccc3)C(=O)C2=O)C1=O	0
O=C(Cc1c[nH]c2ccccc12)Nc1ccc(Nc2cccnc2)c(-c2ccc(-c3ccccc3)cc2F)c1	-6
Cc1ccc(S(=O)(=O)N2C(c3cccc(Cl)c3)CC=C(C(=O)O)C2c2cccc(Cl)c2)cc1 (stereo not given)	0
COc1cccc(C(c2nnnn2C2CCCCC2)N2CCN(C/C=C/c3ccccc3)CC2)c1OC (stereo not given)	-6
O=C(C(=O)N1CCN(S(=O)(=O)c2cccc3ccccc23)CC1)c1cccc(C(F)(F)F)c1	-3
O=C(NCc1ccc(F)cc1)c1cc(C2CCCN(C(=O)c3ccccn3)C2)on1 (stereo not given)	-4
CC(=O)Nc1cnc(-c2ccccc2O)cn1	25
O=C(NCC1CC1)c1ccc2nc([C@@H]3O[C@H](CO)[C@H](O)[C@H](O)[C@H]3O)[nH]c2c1	1
CC(=O)N1CCN(Cc2cc(=O)oc3ccccc23)CC1	-1

Next structures:
SMILES	Wnt act
CCOC(=O)C1CSCCS(=O)(=O)N1Cc1cccc(F)c1 (stereo not given)	-6
O=c1c2cc(-c3ccccc3)sc2nc2n1CCC2	60*
CCCC#C/C(CCC)=C1\c2ccccc2C(=O)N1c1ccccc1	-2
COc1ccc(C(C)(NC(C)=O)c2nc(-c3ccc(S(C)(=O)=O)cc3)cs2)cc1 (stereo not given)	-4
CCCCNc1cccc2c1S(=O)(=O)N[C@H](CC(C)C)CO2	-3
CC1(C(=O)NCc2cccnc2)CCN1C(=O)Cc1cccs1 (stereo not given)	-1
COc1cccc(CNC(=O)[C@H]2CCCN2C(=O)[C@H]2CCCN2C(=O)c2ccc(F)cc2F)c1	0
CNc1ccc(-c2cccc([N+](=O)[O-])c2)cn1	11
CC1(C(=O)NS(=O)(=O)c2cccc(F)c2)CCN1C(=O)Cc1ccc(Cl)cc1Cl (stereo not given)	-1
CC(=O)NC(C)(c1ccccc1)c1nc(-c2cccc(C#N)c2)cs1 (stereo not given)	-1
CN(c1ccc(Cl)cc1)c1cc2c(c3c1ccn3C)C1CCC2C1 (stereo not given)	-2
Fc1ccc2[nH]c3c(N4CCc5ccccc5C4)ncnc3c2c1	-8
